Assay outcomes: PubChem, several laboratories
m5-HT2A agonist – agonists of mouse serotonin 5-HT2A receptor (HTR2A) | activation, % at 7.6 µM | CHO-K1 mHTR2A beta-arrestin complementation, luminescence; percent of 30 µM serotonin response | 360,000 tested, 0.66% active;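 active = activation above a run cutoff, the mean activation of all tested compounds plus 3 SD, cut at about 14% in these data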;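 note: 0% = plate median of compound wells and 100% = 30 µM serotonin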
Target sequence (P35363 whole entry, looked up): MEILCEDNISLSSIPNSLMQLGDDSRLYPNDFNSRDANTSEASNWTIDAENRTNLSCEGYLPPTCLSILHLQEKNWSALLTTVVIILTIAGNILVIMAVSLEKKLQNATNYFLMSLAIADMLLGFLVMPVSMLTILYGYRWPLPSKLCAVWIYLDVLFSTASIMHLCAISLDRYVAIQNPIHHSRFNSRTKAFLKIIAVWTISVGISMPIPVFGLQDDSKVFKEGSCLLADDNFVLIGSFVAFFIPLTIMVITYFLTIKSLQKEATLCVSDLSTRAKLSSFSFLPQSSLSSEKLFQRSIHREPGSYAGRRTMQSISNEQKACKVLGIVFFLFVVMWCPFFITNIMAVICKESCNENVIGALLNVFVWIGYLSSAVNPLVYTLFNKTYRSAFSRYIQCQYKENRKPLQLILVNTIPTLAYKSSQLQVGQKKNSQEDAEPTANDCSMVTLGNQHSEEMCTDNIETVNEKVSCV
TLR9-MyD88 inh – blocks human TLR9 binding to MyD88; Q9NR96+Q99836; CHO BLA complementation TLR9-MyD88, CCF4 FRET ratio; inhibition, % at 4.98 µM; 340,000 tested, 0.21% active; AID 504734;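 active = inhibition above the mean over all tested compounds plus 3 SD, cut at about 21% in these data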;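 note: 0% = DMSO only wells and 100% = clavulanate BLA inhibitor control wells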
NOD2 RIPK2 PPI – NOD2-RIPK2 protein interaction inhibition; CHO BLA complementation NOD2-RIPK2, CCF4 ratio; inhibition, % at 4.98 µM; 360,000 tested, 0.38% active; in the data active = inhibition above about 21%;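 note: 0% = vehicle only and 100% = reference blocker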
Target sequence (O43353 whole entry, looked up): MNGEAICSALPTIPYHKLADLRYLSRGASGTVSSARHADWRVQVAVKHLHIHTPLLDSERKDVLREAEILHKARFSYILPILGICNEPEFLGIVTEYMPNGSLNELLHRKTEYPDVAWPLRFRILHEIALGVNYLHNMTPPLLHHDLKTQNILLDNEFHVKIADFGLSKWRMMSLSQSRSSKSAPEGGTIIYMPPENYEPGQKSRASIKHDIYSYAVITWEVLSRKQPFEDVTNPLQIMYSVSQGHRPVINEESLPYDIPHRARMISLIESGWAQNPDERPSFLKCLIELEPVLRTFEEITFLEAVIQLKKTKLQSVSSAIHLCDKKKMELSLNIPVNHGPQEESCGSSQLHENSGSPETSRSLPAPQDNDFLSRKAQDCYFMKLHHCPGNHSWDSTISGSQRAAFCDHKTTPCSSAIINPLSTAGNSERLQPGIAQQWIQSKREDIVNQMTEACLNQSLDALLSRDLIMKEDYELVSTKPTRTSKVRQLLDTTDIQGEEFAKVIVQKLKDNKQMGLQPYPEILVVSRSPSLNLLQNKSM
ABCB6 inh 2 – blocks the human ABCB6 transporter; K562-ABCB6 porphyrin accumulation, flow cytometry, 1 h; stronger effect = lower value; fluorescence ratio to DMSO, % at 10 µM; 360,000 tested, 0.19% active; AID 602162;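 active = fluorescence ratio to DMSO below 75%, the collection mean minus 3 SD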;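 note: signal is porphyrin accumulated inside mitochondria; 100% equals median channel fluorescence of DMSO control wells; lower ratio means ABCB6 inhibition with less porphyrin fluorescence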
MC4R antag cAMP – blocks human MC4R cAMP signaling. P32245. MC4R-expressing cells, MTII-stimulated cAMP, LANCE TR-FRET. inhibition, % at 6.5 µM. 360,000 tested, 0.48% active. AID 540295;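 active = inhibition above its plate's cutoff, the mean of tested wells on that plate plus 3 SD, cut at about 29% in these data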;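 note: 0% = Melanotan II alone and 100% = Melanotan II plus saturating MCL0020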
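material = U2OS cells stably expressing human melanocortin 4 receptor (MC4R) | also added = Melanotan II challenge | dosing = single nominal compound dose of 6.5 µM | detection = TR-FRET with Eu-cAMP and labeled anti-cAMP, 671 nm | replication = singlicate | timing = compound 30 min, challenge 1 h, detection 1 h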
N-glyco inh – N-linked glycosylation inhibition. 360,000 tested, 0.23% active. reporter increase, % at 12.5 µM. D54 ERlucT glycosylation luciferase reporter, 24 h; percent of 100 nM tunicamycin response. AID 588692;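 active = mean luciferase reporter signal, scaled so untreated is 0 and the glycosylation-blocking control 100, at or above a set limit in every replicate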;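 note: luciferase carries N-glycosylation sites so blocking glycosylation raises the light; 0% = median of neutral control wells and 100% = median of 100 nM tunicamycin wells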
H9c2 protect – myocardial damage modulation in H9c2 cells; protection from H2O2 cell death, % at 20 µM; 360,000 tested, 0.63% active; H9c2 cardiomyocytes, H2O2 injury protection, ATPLite, 2 h; AID 588492;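 active = compounds giving at least 50% protection of heart cells from peroxide-induced death in the single-dose screen, raw or plate-pattern-corrected value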;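 note: 0% = DMSO wells with peroxide and 100% = DMSO wells without peroxide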
MC4R barr agon – activates human MC4R beta-arrestin recruitment. U2OS MC4R beta-arrestin complementation, luminescence; percent of melanotan II response, DMSO zero. activation, % at 8.9 µM. 360,000 tested, 0.98% active. AID 540308;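 active = activation above a per-plate cutoff, the mean activation of sample wells on that plate plus 3 SD, cut at about 8% in these data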
ABHD5-PLIN5 inh – blocks binding of human ABHD5 to perilipin-5; Q00G26+Q8WTS1; Split G. princeps luciferase complementation, luminescence, 4 h; inhibition, % at 4 µM; 360,000 tested, 0.78% active;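 active = inhibition above the mean inhibition across every tested compound plus 3 SD, cut at about 22% in these data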;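 note: 0% = DMSO only wells and the 100% control is not disclosed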
SRC2 inh – human SRC2 (NCOA2) inhibition. Q15596. HEK293 GAL4-SRC2 luciferase reporter, luminescence. inhibition, % at 9 µM. 370,000 tested, 0.17% active;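 active = inhibition above the mean inhibition of all tested compounds plus 3 SD, set per campaign, cut at about 52% in these data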;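 note: 0% = DMSO treated cells and 100% = cells given Gossypol at 36 µM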
* marks the source's active call; other numbers are inactive results; . = no result given.

SMILES	m5-HT2A agonist	TLR9-MyD88 inh	NOD2 RIPK2 PPI	ABCB6 inh 2	MC4R antag cAMP	N-glyco inh	H9c2 protect	MC4R barr agon	ABHD5-PLIN5 inh	SRC2 inh
COC(=O)C1=C(C)NC(=O)/C1=C\c1cccs1	-2.1	6.2	2.5	102.0	-10.2	2.9	12.6	-0.5	0.9	-11.8
Cc1ccc(C)c(CN2C(=O)CSc3ccc(C(=O)NCC(C)CN4CCC(C)CC4)cc32)c1 (stereo not given)	-8.6	6.2	-2.3	95.0	0.2	-8.5	2.0	-1.0	6.4	0.3
CCN(c1cccc(C)c1)S(=O)(=O)c1ccc2c(c1)oc(=O)n2C	4.1	7.5	-2.1	98.0	2.7	0.6	0.1	-2.0	-2.7	4.9
O=C(CN1CCN(Cc2cccc(F)c2)CC1)Nc1ccccc1F	-6.4	-3.2	-5.3	92.0	-2.8	-0.2	4.8	-1.8	-1.4	-17.8
O=C(Nc1ccc(F)c(F)c1)C1CCCCC1	2.3	-0.2	-8.2	96.0	10.6	3.7	3.2	0.9	-0.8	6.4
COc1ccc(/C=N/Nc2cc(C)nc3ccc(OC)cc23)c(OC)c1	-9.1	2.0	18.6	112.0	-11.8	-23.2	-23.2	32.0*	11.4	-10.3
CC1(C(=O)NS(=O)(=O)c2cccc(Cl)c2)CCN1C(=O)C1CC1 (stereo not given)	0.5	.	-2.4	85.0	1.1	-0.7	2.9	-2.1	1.9	7.6
C/C(=C\C#N)n1nc(C)cc1N	1.7	-5.3	-6.2	89.0	-1.7	2.3	-3.3	-1.9	-2.7	-5.8
COCc1cc(Sc2ccc(Cl)cc2)nc(C)n1	1.2	2.8	2.0	102.0	0.9	-1.3	3.4	-2.3	-0.8	-7.5
O=C(c1sccc1Br)N1CCN(Cc2ccc3c(c2)OCO3)CC1	-4.1	-10.4	-0.3	98.0	0.3	-7.1	0.6	-2.9	-6.8	24.2
COc1cc(CN(C)C(=O)C(=O)c2c[nH]c3ccccc23)ccc1O	-0.3	-1.7	-2.1	90.0	-13.8	2.4	4.6	0.1	-1.0	-6.6
COc1cc(SC#N)ccc1N=Cc1c(C)[nH]n(-c2ccc(C)cc2)c1=O	2.0	2.2	-2.8	99.0	1.3	1.7	12.3	-0.2	-13.3	-2.5
CCOc1ccc(CCNC(=O)Cn2ncn3nc(-c4ccc(OC)cc4)cc3c2=O)cc1	-2.4	-2.6	-3.0	101.0	9.3	2.7	-11.5	2.8	-0.3	1.2
O=C(O)/C(=C\c1ccco1)NC(=O)c1ccc(Br)o1	-2.1	-1.4	-1.3	93.0	-1.1	2.8	3.3	1.4	7.5	-16.3
COc1ccc(C(CNCC(=O)Nc2ccccc2F)N(C)C)cc1 (stereo not given)	1.8	5.5	4.1	103.0	19.5	0.4	1.9	1.5	4.3	16.2
O=C(NCc1cccs1)c1cc(-c2ccccc2)on1	0.3	-2.2	-16.1	95.0	-1.4	-3.4	-1.3	2.0	2.9	-34.8
CC(=O)NC(Nc1nc2c(s1)CCCC2)(C(F)(F)F)C(F)(F)F	1.9	0.5	-2.6	96.0	6.2	1.2	2.1	-2.2	-2.1	6.0
COC(=O)C[C@H]1c2cc(C(F)(F)F)ccc2S(=O)(=O)N1C(C)(C)C	-1.3	15.8	2.9	103.0	7.0	2.0	-4.3	-1.9	17.3	-0.5
Cc1ccc(C)n1-c1ccc(C#N)cn1	5.8	4.0	2.6	102.0	-4.8	3.0	11.4	1.8	-1.8	11.2
COc1ccc(OC)c(NC(=O)CCNS(=O)(=O)c2ccc3c(c2)c(=O)n(C)c(=O)n3C)c1	6.8	0.6	-2.3	91.0	-5.0	1.1	0.0	-0.2	8.8	-1.9
CC(=O)c1cc(C#N)c(N2CC(C)OC(C)C2)nc1C (stereo not given)	4.1	0.9	0.2	102.0	-0.9	-0.5	4.1	-1.9	-1.0	-8.4
COCCN(Cc1cc2cc(C)ccc2nc1Cl)C(=O)Nc1ccccc1OC	3.0	-1.4	-6.2	98.0	7.4	-0.7	-1.3	-4.0	-4.7	-1.3
O=C(O)CCCCCN1C(=O)C(O)=C(C(=O)/C=C/c2ccccc2)C1c1ccc2c(c1)OCO2 (stereo not given)	2.5	.	-2.9	98.0	2.1	1.2	-5.2	1.5	-0.9	-3.3
O=C(COC(=O)[C@H](Cc1ccccc1)NC(=O)c1cccs1)NC1CC1	-2.4	-11.2	-23.0	97.0	20.9	1.1	1.8	-0.6	-4.0	22.1
COc1ccc(OC)c(CNC(=O)Cc2c(C(=O)O)[nH]c3ccc(Cl)cc23)c1	-1.8	2.4	6.3	106.0	5.6	0.9	-1.3	-0.2	0.8	12.4
O=C(CN1C(=O)c2ccccc2C1=O)Nc1ccccc1	-4.3	-3.4	-5.7	105.0	10.6	3.5	0.1	0.4	-1.3	7.3
O=C(/C=C/c1ccco1)NCC(=O)N/N=C/c1ccc(Cl)cc1	0.0	1.5	8.2	96.0	2.4	-0.5	-2.5	-0.5	5.4	-27.7
C/C(=N\NC(=O)CN(c1ccccc1Br)S(C)(=O)=O)c1cccs1	-3.3	8.3	0.4	99.0	5.0	0.1	2.7	-0.5	2.6	7.4
O=C(c1cccs1)N1CCN(S(=O)(=O)N2CCCCC2)CC1	-2.7	-0.1	-6.3	96.0	9.2	1.6	5.1	-1.0	-3.5	-2.8
COc1cc(/C=N/Nc2nc3ccccc3s2)ccc1O	-9.1	3.7	10.0	88.0	-0.9	-5.9	2.8	6.4	8.7	-28.9
O=C1Nc2ccccc2-n2nnnc2C1N1CCN(C(=O)C2CCCO2)CC1 (stereo not given)	-5.0	.	-3.8	.	.	.	.	.	-0.7	11.2
NC(=O)COC(=O)c1c2c(nc3ccccc13)CCCCC2	-1.4	5.3	-0.4	78.0	-0.8	-0.7	12.7	-3.4	1.3	19.9
CCOC(=O)c1sc(C)c(C(=O)NCC(C)(C)CN(C)C)c1N	2.1	4.0	3.2	96.0	6.1	-0.2	-3.1	0.1	-1.9	-34.6
CCOc1ccc(C2CC(c3cccc(OC)c3OC)n3nnnc3N2)cc1Cl (stereo not given)	-5.5	0.0	-5.9	99.0	13.4	0.8	-3.3	-1.1	8.3	7.2
CC(=O)Nc1cccc(/C(C)=N/NC(=O)c2ccccc2Cl)c1	-2.2	-5.8	-7.8	95.0	4.9	-0.9	-2.0	-3.9	-1.6	-5.6
O=C(Nc1nnc([C@@H]2O[C@H](CO)[C@@H](O)[C@H]2O)s1)Nc1cccc2c1CCCC2	0.2	.	-6.1	97.0	-1.0	-0.7	5.6	1.5	1.2	6.0
COc1ccc(C(=O)OCC(=O)N(Cc2ccccc2)Cc2ccccc2)c(O)c1	10.1	-8.5	-0.5	99.0	9.2	-3.4	2.0	-1.1	-11.1	-13.6
CC1=C(C(=O)Nc2ccc(C)cc2C)C(c2cccc([N+](=O)[O-])c2)n2nc(C(=O)OC(C)C)nc2N1 (stereo not given)	2.6	2.0	-8.4	99.0	0.6	-1.7	6.6	0.2	-1.5	-5.4
Cc1ccc(NC(=O)CCC(=O)NNC(=O)C(C)(C)C)c(C)c1	1.3	5.3	0.0	100.0	5.2	1.9	-3.8	-0.3	0.1	-16.1
O=C(C1CCCO1)N(c1cccc(Cl)c1)C1C=CS(=O)(=O)C1 (stereo not given)	11.4	1.9	-2.3	102.0	-6.3	0.8	2.6	1.4	15.1	-11.5
O=C1CCC(c2ccc3c(c2)CCC3)=NN1	4.2	2.6	-9.7	100.0	-4.6	1.1	3.4	-0.7	1.7	-50.0
CCCCN(Cc1ccccc1)S(=O)(=O)c1ccc2[nH]c(=O)oc2c1	-6.1	3.9	-3.2	101.0	-1.1	2.8	-9.3	1.3	-9.2	-14.7
CCOC(=O)c1c(C)nc2sc3c(=O)n(-c4ccc(C(C)=O)cc4)nnc3c2c1-c1ccc(Cl)cc1	-1.4	10.6	-4.6	95.0	4.5	-7.8	-6.5	-1.4	-1.7	-12.9
CCNc1ccc(C(=O)NN=C2CCCC2)cc1[N+](=O)[O-]	12.1	5.0	-0.3	94.0	-1.0	0.8	-5.0	-2.8	0.6	3.9
COc1ccccc1NC(=O)C1CC(=O)N(c2ccc(F)cc2)C1 (stereo not given)	2.7	-2.2	-12.6	95.0	6.0	-0.7	-4.3	4.4	1.4	-4.8
COc1ccc(C(=O)OCC(=O)NC(=O)NC(C)C)cc1OC	3.4	1.1	-6.3	101.0	-10.5	-2.6	-5.1	1.4	10.0	-19.1
CCCCCCc1nc(C(N)=O)c2[nH]c(=O)n(-c3ccc(OCC)cc3)c2n1	0.8	0.3	1.7	103.0	-5.8	4.9	1.7	5.8	1.3	.
O=C(c1ccc(-c2ccccc2)cc1)N1CCN(c2ccccn2)CC1	1.4	2.8	-3.8	87.0	13.1	0.2	7.4	-1.6	-2.4	-11.3
C=CCn1c(SCc2ccc([N+](=O)[O-])cc2)nnc1C(C)NC(=O)c1ccccc1 (stereo not given)	-2.5	-8.2	-2.6	83.0	4.0	0.4	1.0	-3.0	2.8	6.8
Cc1[nH]n(-c2cccc([N+](=O)[O-])c2)c(=O)c1-c1ccccc1	5.1	-4.9	-9.1	91.0	10.2	4.2	-1.2	-0.2	1.7	-24.7
Cc1ccc(NC(=S)NC2CCSc3ccccc32)cc1C (stereo not given)	-0.7	-8.1	-8.8	97.0	-3.2	.	-15.4	3.6	-5.0	-2.4
CCC(CC)CN1C(N(C)C)=NC[C@@H]1CC(C)C	9.2	-4.9	-10.6	100.0	-2.2	0.7	-13.8	-0.8	1.4	-6.8
CCC(=O)Nc1nnc(-c2cccs2)s1	-0.5	13.2	8.3	93.0	20.8	2.9	2.7	3.2	-0.7	-56.2
O=C(O)CC1(CC(=O)N2CCOCC2)CCCC1	-1.6	4.8	-6.8	98.0	1.9	2.0	-1.7	-0.7	-1.9	4.1
Cc1ccc(C(=O)O/N=C/C2=C(Cl)c3ccccc3CC2)cc1	-4.2	6.4	-3.2	98.0	-1.4	3.7	-20.3	-1.7	-6.4	-15.8
Nc1cccn2c(-c3ccc(Cl)c(Cl)c3)cnc12	-0.1	-5.4	1.1	153.0	-6.0	-3.0	-20.2	1.7	3.1	-38.0
COc1ccc(/C=N/NC(=O)Nc2nonc2N)cc1	-0.5	3.2	1.5	89.0	9.0	1.1	-6.3	-1.1	7.7	-14.3

Marked active in MC4R barr agon, among the entries above:
| compound | m5-HT2A agonist | TLR9-MyD88 inh | NOD2 RIPK2 PPI | ABCB6 inh 2 | MC4R antag cAMP | N-glyco inh | MC4R barr agon | ABHD5-PLIN5 inh | SRC2 inh |
| --- | --- | --- | --- | --- | --- | --- | --- | --- | --- |
| COc1ccc(/C=N/Nc2cc(C)nc3ccc(OC)cc23)c(OC)c1 | -9.1 | 2.0 | 18.6 | 112.0 | -11.8 | -23.2 | 32.0* | 11.4 | -10.3 |

Some of the compounds tested (hit frequency here may not be typical).
